A3G deaminase = APOBEC3G (human) deaminase inhibition | inhibition, % at 20 µM | Q9HC16 | 0.28% of 330,000 active | recombinant A3G, ssDNA deamination FAM/TAMRA fluorescence | AID 493012;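 active = inhibition of at least 40% at 20 µM, with no more than 30% in the related APOBEC3A deaminase screen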;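 also: plate controls were DMSO wells with A3G for no effect and wells lacking A3G enzyme for full effect; some compounds called inactive have numbers as strong as hits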
ATG4B inhibitor = inhibitors of human ATG4B cysteine protease; inhibition, % at 8.33 µM; 0.51% of 340,000 active; Q9Y4P1; ATG4B cleavage of LC3-PLA2, NBD-HPC fluorescence, 1 h; AID 504462; in the data active = inhibition above about 40%
hIAP inh = blocks human intestinal alkaline phosphatase; P09923; purified IAP, CDP-Star luminescence, 30 min; inhibition, % at 10 µM; 0.12% of 330,000 active; AID 2544;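 active = inhibition reaching a set limit with compound at 10 µM in the primary screen, cut at about 35% in these data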;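 also: plate controls were DMSO wells with enzyme for no effect and no-enzyme buffer wells for full effect; values of inactives mirror those of a sister screen read the other way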
Target sequence (P09923 whole entry, looked up): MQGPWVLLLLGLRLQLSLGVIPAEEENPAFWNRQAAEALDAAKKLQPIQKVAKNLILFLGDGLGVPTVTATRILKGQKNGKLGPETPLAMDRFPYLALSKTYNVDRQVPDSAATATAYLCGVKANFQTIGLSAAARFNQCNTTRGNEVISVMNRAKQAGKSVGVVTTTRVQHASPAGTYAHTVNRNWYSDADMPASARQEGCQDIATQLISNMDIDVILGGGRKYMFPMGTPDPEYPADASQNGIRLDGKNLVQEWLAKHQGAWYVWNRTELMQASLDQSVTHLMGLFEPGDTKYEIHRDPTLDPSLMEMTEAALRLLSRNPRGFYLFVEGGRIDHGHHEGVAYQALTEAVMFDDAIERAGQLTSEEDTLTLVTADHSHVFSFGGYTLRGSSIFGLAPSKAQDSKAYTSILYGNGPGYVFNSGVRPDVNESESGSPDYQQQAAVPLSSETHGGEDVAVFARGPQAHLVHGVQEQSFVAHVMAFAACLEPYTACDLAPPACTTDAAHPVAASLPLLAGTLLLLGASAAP
MPTP inh = blocks calcium-induced mitochondrial swelling. 1.4% of 360,000 active. isolated mouse mitochondria, Ca2+ swelling absorbance, 30 min. AID 602449. inhibition, % at 10 µM;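 active = inhibition of 50% or more, scaled per plate between neutral and stimulator controls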;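 also: 0% = DMSO wells given calcium and 100% = 1 mM EGTA wells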
MIN6 prolif = MIN6 beta-cell proliferation induction; MIN6 cells proliferation, ATPlite luminescence, 48 h; cells starved in 0.2% serum; 100% = growth in 10% serum; proliferation, % at 10 µM; AID 2380; 0.29% of 330,000 active;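 active = compounds whose signal lies at least 3.5 SD above the mean of all wells on their plate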;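 also: 0% = DMSO-treated cells in low-serum medium and 100% = 10% serum control; some compounds called inactive have numbers as strong as hits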
hIAP activ = increases human intestinal alkaline phosphatase activity. purified human IAP, CDP-Star luminescence, 30 min; active compounds read high; 1 = vehicle-only enzyme, 0 = enzyme-free background. activation factor at 10 µM. 0.16% of 330,000 active. AID 2524;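 active = activation factor of the enzyme at least 2-fold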; also: the source names both 10 and 20 µM as test concentration; values of inactives mirror those of a sister screen read the other way
mIAP block = blocks mouse intestinal alkaline phosphatase | purified mouse IAP, CDP-Star luminescence, 30 min | inhibition, % at 10 µM | 0.2% of 330,000 active;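 active = inhibition of at least 40% at 10 µM in the primary screen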;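 also: plate controls were DMSO with enzyme for no effect and no enzyme wells for full effect; values of inactives mirror those of a sister screen read the other way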
APOBEC3A inh = blocks human APOBEC3A ssDNA deamination | recombinant A3A, FAM/TAMRA ssDNA deamination fluorescence | inhibition, % at 20 µM | 0.41% of 330,000 active | AID 493011;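 active = at least 40% inhibition at 20 µM here, with at most 30% in a related deaminase screen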;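 also: plate controls were A3A with DMSO for no effect and wells lacking A3A enzyme for full effect; some results filed as inactive read as strong as hits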
Target sequence (P31941 whole entry, looked up): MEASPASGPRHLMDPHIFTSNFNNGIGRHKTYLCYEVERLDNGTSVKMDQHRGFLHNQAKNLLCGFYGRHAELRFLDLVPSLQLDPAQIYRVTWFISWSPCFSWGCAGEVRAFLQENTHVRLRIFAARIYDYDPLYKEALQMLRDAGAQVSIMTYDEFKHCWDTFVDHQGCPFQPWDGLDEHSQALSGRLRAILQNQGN
mIAP activ = mouse IAP activation; muIAP, CDP-Star luminescence, 30 min; active compounds read high; 1 = vehicle-only enzyme signal, 0 = enzyme-free wells; activation factor at 10 µM; 0.24% of 330,000 active; AID 2805;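 active = activation factor of at least 2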; also: the source names both 10 and 20 µM as test concentration; values of inactives mirror those of a sister screen read the other way
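System: mouse IAP enzyme. Reagent: CDP-Star chemiluminescent phosphatase substrate. Benchmarks: DMSO wells, no-enzyme wells. Times: 30 min enzyme-substrate-compound incubation at room temperature. Detection: luminescence from enzymatic CDP-Star hydrolysis. Doses: test compounds delivered from DMSO solution.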
Numbers without * were called inactive. This is a subset (hit frequency here may not be typical).

`C/C(=N\N1CCN(C)CC1)c1c(O)[nH]c(=O)[nH]c1=O` gave A3G deaminase -7, ATG4B inhibitor -3, hIAP inh -8, MPTP inh -1.4, MIN6 prolif 0, hIAP activ 1.1, mIAP block -8, APOBEC3A inh -2 and mIAP activ 1.1.
Screening COc1ccc(N2C(=O)NC(=O)/C(=C/c3ccc(N4CCOCC4)cc3)C2=O)cc1 returned A3G deaminase -8, hIAP inh 2, MIN6 prolif 2, hIAP activ 0.98, mIAP block 8, APOBEC3A inh -2 and mIAP activ 0.92.
Screening CCOC(=O)c1c(N)n(CCCOC(=O)c2ccco2)c2nc3ccccc3nc12 returned A3G deaminase 3, ATG4B inhibitor -16, hIAP inh -10, MPTP inh -1.1, MIN6 prolif -4, hIAP activ 1.1, mIAP block -9, APOBEC3A inh 0 and mIAP activ 1.1.
Screening CSc1ccccc1C(=O)C1CCCN(Cc2ccn[nH]2)C1 (stereo not given) returned A3G deaminase -3, ATG4B inhibitor 1, hIAP inh 7, MPTP inh -0.4, MIN6 prolif 0, hIAP activ 0.93, mIAP block 5, APOBEC3A inh 0 and mIAP activ 0.95.
O=C(N/N=C/c1c(O)n(-c2ccccc2)c(=S)[nH]c1=O)c1ccccc1 was read as A3G deaminase -8, ATG4B inhibitor -7, hIAP inh -18, MPTP inh -22, MIN6 prolif -1, hIAP activ 1.2, mIAP block 16, APOBEC3A inh -5 and mIAP activ 0.84.
Screening C[C@]12CCC3C(CC[C@H]4C[C@@H](O)CC[C@]34C)[C@H]1CC[C@H]2O (stereo not given in full) returned A3G deaminase -5, ATG4B inhibitor -9, hIAP inh -7, MPTP inh -0.4, MIN6 prolif 6, hIAP activ 1.1, mIAP block 4, APOBEC3A inh -4 and mIAP activ 0.96.
CCC1(c2ccc(-c3ccccc3)cc2)C(=O)NC(=O)NC1=O was read as A3G deaminase -6, ATG4B inhibitor 5, hIAP inh 4, MPTP inh -1.2, MIN6 prolif 0, hIAP activ 0.96, mIAP block -5, APOBEC3A inh -1 and mIAP activ 1.
`Cc1nn(-c2ccccc2)c(Cl)c1C1C(C#N)=C(N)Oc2c1c(=O)oc1ccccc21` (stereo not given) gave A3G deaminase -7, ATG4B inhibitor -10, hIAP inh -12, MPTP inh -1.8, MIN6 prolif -2, hIAP activ 1.1, mIAP block -3, APOBEC3A inh -6 and mIAP activ 1.
For COc1ccccc1OCC(=O)Nc1ccc(Cl)cc1C(=O)c1ccccc1 the results were A3G deaminase -6, ATG4B inhibitor 18, hIAP inh -27, MPTP inh 0.6, MIN6 prolif -6, hIAP activ 1.3, mIAP block 10, APOBEC3A inh -5 and mIAP activ 0.91.
Screening Cc1nn(CCC#N)c2c1P(=S)(N1CCCC1)OC(c1ccc(F)cc1)=N2 (stereo not given) returned A3G deaminase 67*, ATG4B inhibitor -9, hIAP inh 9, MPTP inh 1.2, MIN6 prolif -2, hIAP activ 0.91, mIAP block 19, APOBEC3A inh 2 and mIAP activ 0.81.
COC(=O)C1=C(c2ccc(C(C)=O)cc2)C[C@@H]2CC[C@H]1N2C(=O)NC1Cc2ccccc2C1 was read as A3G deaminase -8, ATG4B inhibitor -10, hIAP inh -4, MPTP inh 2.1, MIN6 prolif 2, hIAP activ 1, mIAP block 3, APOBEC3A inh -1 and mIAP activ 0.97.
CCOC(=O)C(O)(c1ccc(NC(=O)c2ccco2)c(OC)c1)C(F)(F)F (stereo not given) was read as A3G deaminase 8, ATG4B inhibitor -6, hIAP inh 5, MPTP inh -1.4, MIN6 prolif -1, hIAP activ 0.95, mIAP block 5, APOBEC3A inh 1 and mIAP activ 0.95.
Screening CCOCCCNC(=O)C1c2cc(OC)c(OC)cc2C(=O)N2CCCCC12 (stereo not given) returned A3G deaminase -5, ATG4B inhibitor -3, hIAP inh -4, MPTP inh -0.5, MIN6 prolif -4, hIAP activ 1, mIAP block -5, APOBEC3A inh -1 and mIAP activ 1.
CCn1cc(C(=O)N2CCCCC2)c2ccccc21 was read as A3G deaminase 0, ATG4B inhibitor -13, hIAP inh -4, MPTP inh -1.2, MIN6 prolif -2, hIAP activ 1, mIAP block 11, APOBEC3A inh 3 and mIAP activ 0.89.
`CCNC(=O)NC(=O)C(C)OC(=O)c1c(C)nn(Cc2ccccc2)c1Cl` (stereo not given) gave A3G deaminase -8, ATG4B inhibitor -12, hIAP inh -1, MPTP inh 0.6, MIN6 prolif 1, hIAP activ 1, mIAP block -1, APOBEC3A inh -3 and mIAP activ 1.

By substructure, the compounds so far with a cyano group
`Cc1nn(-c2ccccc2)c(Cl)c1C1C(C#N)=C(N)Oc2c1c(=O)oc1ccccc21` (stereo not given) gave A3G deaminase -7, ATG4B inhibitor -10, hIAP inh -12, MPTP inh -1.8, MIN6 prolif -2, hIAP activ 1.1, mIAP block -3, APOBEC3A inh -6 and mIAP activ 1.
Screening Cc1nn(CCC#N)c2c1P(=S)(N1CCCC1)OC(c1ccc(F)cc1)=N2 (stereo not given) returned A3G deaminase 67*, ATG4B inhibitor -9, hIAP inh 9, MPTP inh 1.2, MIN6 prolif -2, hIAP activ 0.91, mIAP block 19, APOBEC3A inh 2 and mIAP activ 0.81.

Additional entries follow.
For Cn1c(=O)c2c(nc(N/N=C/c3c(O)n(-c4ccccc4)c(=S)[nH]c3=O)n2C)n(C)c1=O the results were A3G deaminase -5, ATG4B inhibitor 0, hIAP inh -6, MPTP inh 1.1, MIN6 prolif 0, hIAP activ 1.1, mIAP block 6, APOBEC3A inh 3 and mIAP activ 0.94.
For Oc1ccc2c3c1OC1c4[nH]c5ccccc5c4C[C@@]4(O)C(C2)N(CC2CC2)CC[C@]314 (stereo not given in full) the results were A3G deaminase -3, ATG4B inhibitor -15, hIAP inh 6, MPTP inh 1.2, MIN6 prolif -5, hIAP activ 0.94, mIAP block 6, APOBEC3A inh -3 and mIAP activ 0.94.
CCOC(=O)c1c(NC(NC(=O)CF)C(Cl)(Cl)Cl)sc2c1CCCC2 (stereo not given) was read as A3G deaminase 0, ATG4B inhibitor 3, hIAP inh 16, MPTP inh 5.0, MIN6 prolif 0, hIAP activ 0.84, mIAP block -3, APOBEC3A inh -1 and mIAP activ 1.
Screening CN1C(=O)C(=Cc2ccc(N(C)C)c([N+](=O)[O-])c2)C(=O)N(C)C1=O returned A3G deaminase 1, hIAP inh 9, MIN6 prolif -1, hIAP activ 0.91, mIAP block -2, APOBEC3A inh 1 and mIAP activ 1.
For Cc1ccc2c(c1)C1CN(C)CCC1N2C(=O)c1cn(-c2ccccc2)nc1-c1ccccc1 (stereo not given) the results were A3G deaminase -7, ATG4B inhibitor -6, hIAP inh -24, MPTP inh 2.0, MIN6 prolif -7, hIAP activ 1.2, mIAP block -16, APOBEC3A inh -9 and mIAP activ 1.2.
O=C(Cc1ccccc1F)N1CCN(CC(=O)N2CCCC2)CC1 was read as A3G deaminase -1, ATG4B inhibitor -6, hIAP inh 10, MPTP inh 0.6, MIN6 prolif -1, hIAP activ 0.9, mIAP block -2, APOBEC3A inh 0 and mIAP activ 1.
C(#CCN1CCCCC1)COCc1ccccc1 was read as A3G deaminase -5, ATG4B inhibitor -5, hIAP inh -3, MPTP inh 0.1, MIN6 prolif -1, hIAP activ 1, mIAP block -3, APOBEC3A inh -1 and mIAP activ 1.
`CC(C)c1ccc(N=Nc2c(O)[nH]c(=O)[nH]c2=O)cc1` gave A3G deaminase 5, ATG4B inhibitor 8, hIAP inh 17, MPTP inh -4.2, MIN6 prolif -3, hIAP activ 0.83, mIAP block 13, APOBEC3A inh 2 and mIAP activ 0.87.
`COC(=O)C1=C(c2ccc3ccccc3c2)C[C@@H]2CC[C@H]1N2C(=O)NCCCOC(C)C` gave A3G deaminase -8, ATG4B inhibitor -2, hIAP inh -9, MPTP inh 1.1, MIN6 prolif -2, hIAP activ 1.1, mIAP block -9, APOBEC3A inh -1 and mIAP activ 1.1.
Cc1ccc2c(c1)C(c1ccccc1)NCC(=O)N2 (stereo not given) was read as A3G deaminase 25, ATG4B inhibitor 0, hIAP inh 1, MPTP inh -2.7, MIN6 prolif -2, hIAP activ 0.99, mIAP block 2, APOBEC3A inh -1 and mIAP activ 0.98.
`COC(=O)C1=C(c2ccc(F)cc2OCc2ccccc2)C[C@@H]2CC[C@H]1N2C(=O)NCc1cccc(OC)c1` gave A3G deaminase -10, ATG4B inhibitor 8, hIAP inh 7, MPTP inh -0.7, MIN6 prolif -7, hIAP activ 0.93, mIAP block -43, APOBEC3A inh -3 and mIAP activ 1.4.
`COc1cc(C2SCC(=O)Nc3c2c(C)nn3-c2ccccc2)cc(OC)c1OC` (stereo not given) gave A3G deaminase 1, ATG4B inhibitor -7, hIAP inh 8, MPTP inh 3.4, MIN6 prolif 4, hIAP activ 0.92, mIAP block -4, APOBEC3A inh 0 and mIAP activ 1.
CC(=O)OC1CCC2(/C=N/O)C(=CCC3C4CCC(=O)C4(C)CCC32)C1 (stereo not given) was read as A3G deaminase -6, ATG4B inhibitor -4, hIAP inh -8, MPTP inh 0.2, MIN6 prolif 2, hIAP activ 1.1, mIAP block 4, APOBEC3A inh -3 and mIAP activ 0.96.
COc1ccc(CCNCc2ccc(C)s2)cc1OC was read as A3G deaminase -7, ATG4B inhibitor 2, hIAP inh 2, MPTP inh -1.0, MIN6 prolif 2, hIAP activ 0.98, mIAP block -5, APOBEC3A inh 2 and mIAP activ 1.1.
For CN1CCCN(c2ccc([N+](=O)[O-])nc2)CC1 the results were A3G deaminase 3, ATG4B inhibitor -9, hIAP inh -2, MPTP inh 6.2, MIN6 prolif -2, hIAP activ 1, mIAP block 0, APOBEC3A inh 4 and mIAP activ 1.
For CCCCCn1c(=O)c(C(=O)Nc2cnccn2)c(O)c2ccccc21 the results were A3G deaminase -4, ATG4B inhibitor -6, hIAP inh 18, MPTP inh 3.4, MIN6 prolif -4, hIAP activ 0.82, mIAP block 9, APOBEC3A inh 1 and mIAP activ 0.91.
Screening O=C(Cc1ccccc1)OCC(=O)c1ccc(F)cc1 returned A3G deaminase -3, ATG4B inhibitor 0, hIAP inh -12, MPTP inh 1.8, MIN6 prolif 3, hIAP activ 1.1, mIAP block 0, APOBEC3A inh -3 and mIAP activ 1.
Screening Cc1nn(C)c(C)c1/C=C1/CC2C3CC=C4CC(O)CCC4(C)C3CCC2(C)C1=O (stereo not given) returned A3G deaminase -4, ATG4B inhibitor -33, hIAP inh 2, MPTP inh 0.7, MIN6 prolif -3, hIAP activ 0.98, mIAP block 9, APOBEC3A inh -4 and mIAP activ 0.91.
`CN(C)C1C(=O)C(C(N)=O)=C(O)C2(O)C(=O)C3=C(O)c4c(O)cccc4C(C)(O)C3C(O)C12` (stereo not given) gave A3G deaminase 62, ATG4B inhibitor -8, hIAP inh 9, MPTP inh 0.5, MIN6 prolif 0, hIAP activ 0.91, mIAP block 9, APOBEC3A inh 88 and mIAP activ 0.91.

Entries above with a nitro group on carbon:
Screening CN1C(=O)C(=Cc2ccc(N(C)C)c([N+](=O)[O-])c2)C(=O)N(C)C1=O returned A3G deaminase 1, hIAP inh 9, MIN6 prolif -1, hIAP activ 0.91, mIAP block -2, APOBEC3A inh 1 and mIAP activ 1.
For CN1CCCN(c2ccc([N+](=O)[O-])nc2)CC1 the results were A3G deaminase 3, ATG4B inhibitor -9, hIAP inh -2, MPTP inh 6.2, MIN6 prolif -2, hIAP activ 1, mIAP block 0, APOBEC3A inh 4 and mIAP activ 1.
